High-throughput results (PubChem BioAssay)
DAX1 inh-1: DAX1 (NR0B1) inhibitors, primary screen, cell-based, HEK293, Gal4-DAX1, luciferase luminescence. actives 0.99% (n = 340,000). Nuclear receptor subfamily 0 group B member 1 (Homo sapiens), P51843. AID 504766, 2011. inhibition, % at 6.75 µM. HEK293 Gal4-DAX1 luciferase reporter;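 active = inhibition above the mean over all tested compounds plus 3 SD, cut at about 4.2% in these data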;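 note: 0% = DAX1-transfected cells with DMSO and 100% = empty-vector control cells with DMSO; inhibition shows as a rise in luminescence from relieved DAX1 repression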
Target sequence (P51843 207-470 limits assumed): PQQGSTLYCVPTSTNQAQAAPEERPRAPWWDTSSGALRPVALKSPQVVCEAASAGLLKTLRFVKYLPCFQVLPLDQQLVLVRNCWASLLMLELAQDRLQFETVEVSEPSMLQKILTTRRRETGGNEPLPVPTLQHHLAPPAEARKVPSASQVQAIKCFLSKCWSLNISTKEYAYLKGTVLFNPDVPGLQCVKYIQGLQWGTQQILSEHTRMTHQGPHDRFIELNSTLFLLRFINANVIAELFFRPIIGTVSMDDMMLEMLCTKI
GAA850 FXN act: FXN promoter activators, primary screen, cell-based, luciferase luminescence, HEK293 lucGAA850; HEK293 lucGAA850 FXN promoter luciferase reporter, 24 h; percent of 10 µM SAHA response; activation, % at 6 µM; actives 0.56% (n = 360,000); AID 540364, 2011;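 active = activation above the average of all compounds screened plus 3 SD, cutoff fixed separately per campaign, cut at about 7.5% in these data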;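 note: 0% = DMSO wells and 100% = 10 µM SAHA wells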
PG9 binder: binders of HIV-1 gp120 antibody PG9, primary screen, biochemical, TR-FRET; inhibition, % at 6.7 µM; actives 0.43% (n = 360,000); TR-FRET gp120-PG9 antibody binding; HIV-1 gp120 / PG9 antibody interaction; AID 624416, 2012; in the data active = inhibition above about 8.5%
ADAM17 inh: ADAM17 inhibitors, primary screen, biochemical, QFRET | recombinant ADAM17, EDANS/DABCYL FRET peptide cleavage | inhibition, % at 6.95 µM | actives 0.83% (n = 370,000) | AID 720648, 2013;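 active = inhibition above the mean of compounds lying between control limits plus 3 SD, set per campaign, cut at about 8.5% in these data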;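 note: 0% = DMSO-only wells as the low control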
ssDAF-12 act: S. stercoralis DAF-12 nuclear receptor activators, primary screen, cell-based, luminescence, HEK293, GRIP1 co-expression, lit1-tk-luc; HEK293 ssDAF-12/GRIP1 lit1-tk-luc reporter; % of 3 µM dafachronic acid response; actives 1% (n = 370,000); activation, % at 6.8 µM; Nuclear hormone receptor DAF-12 (Strongyloides stercoralis);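 active = activation above the mean over all tested compounds plus 3 SD, cut at about 0.9% in these data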;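 note: 0% = DMSO-only wells and 100% = 3 µM delta7-dafachronic acid wells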
SMARCA2 act: SMARCA2 (BRM) function activators, primary screen, cell-based, luminescence, high throughput. MG213 cells, MMTV-luciferase reporter, dexamethasone, overnight. activation, % at 9.1 µM. actives 1% (n = 370,000); in the data active = activation above about 7.8%;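 note: 0% = vehicle wells and 100% = reference activator wells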
hgDAF12 agonist: H. glycines DAF-12 receptor agonists, primary screen, cell-based, luminescence, HEK293, GAL4 fusion, UAS-luciferase | actives 1.8% (n = 370,000) | activation, % at 6.8 µM | Nuclear hormone receptor DAF-12 (Heterodera glycines), GAL4 fusion | HEK293 GAL4-hgDAF12 UAS-luciferase reporter, agonist luminescence; normalized to butyrate control;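 active = activation above a cutoff set at the mean of all screened compounds plus 3 SD, cut at about 10% in these data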;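 note: 0% = DMSO wells and 100% = sodium butyrate wells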
hcDAF12 agonist: H. contortus DAF-12 nuclear receptor activators, primary screen, cell-based, luminescence, HEK293, lit1-tk-luc reporter | HEK293 hcDAF-12 lit1-tk-luc reporter; 0% DMSO, 100% Δ7-dafachronic acid | activation, % at 6.8 µM | actives 1.4% (n = 370,000) | AID 652067, 2013;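 active = activation above the mean of all tested compounds plus 3 SD, cut at about 5.5% in these data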;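 note: 100% = response to 3 µM Δ7-dafachronic acid high control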
NPR1 activator: GC-A stimulated cGMP production enhancers – HEK293 GC-A cells, cGMP TR-FRET, EC30 ANP, primary screen | 0% at EC30 ANP, 100% saturating ANP | activation, % at 10 µM | actives 0.14% (n = 370,000); in the data active = activation above about 40%
DAX1 inh-2: DAX1 (NR0B1) inhibitors on StAR promoter, primary screen, cell-based, luminescence, SF-1 (NR5A1), full-length DAX-1. HEK293T StAR-luciferase reporter, SF-1/DAX-1 repression relief. inhibition, % at 6.8 µM. actives 1.1% (n = 370,000). AID 652010, 2013;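 active = inhibition above the mean over all tested compounds plus 3 SD, cut at about 3.6% in these data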;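 note: 0% = DAX-1 cells with DMSO and 100% = cells lacking DAX-1 with DMSO; higher inhibition means more luminescence from relief of DAX-1 repression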
ADAM10 inh: human ADAM10 inhibitors, primary screen, biochemical, QFRET, HTS | Disintegrin and metalloproteinase domain-containing protein 10 (Homo sapiens), O14672 | recombinant ADAM10, EDANS/DABCYL FRET peptide cleavage, 3 h | inhibition, % at 7 µM | actives 0.62% (n = 370,000) | AID 720582, 2013;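 active = inhibition above a per-campaign cutoff equal to the mean of compounds falling between control-based bounds plus 3 SD, cut at about 20% in these data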;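 note: 0% = DMSO wells while the 100% control is not disclosed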
Target sequence (O14672 214-748 limits assumed): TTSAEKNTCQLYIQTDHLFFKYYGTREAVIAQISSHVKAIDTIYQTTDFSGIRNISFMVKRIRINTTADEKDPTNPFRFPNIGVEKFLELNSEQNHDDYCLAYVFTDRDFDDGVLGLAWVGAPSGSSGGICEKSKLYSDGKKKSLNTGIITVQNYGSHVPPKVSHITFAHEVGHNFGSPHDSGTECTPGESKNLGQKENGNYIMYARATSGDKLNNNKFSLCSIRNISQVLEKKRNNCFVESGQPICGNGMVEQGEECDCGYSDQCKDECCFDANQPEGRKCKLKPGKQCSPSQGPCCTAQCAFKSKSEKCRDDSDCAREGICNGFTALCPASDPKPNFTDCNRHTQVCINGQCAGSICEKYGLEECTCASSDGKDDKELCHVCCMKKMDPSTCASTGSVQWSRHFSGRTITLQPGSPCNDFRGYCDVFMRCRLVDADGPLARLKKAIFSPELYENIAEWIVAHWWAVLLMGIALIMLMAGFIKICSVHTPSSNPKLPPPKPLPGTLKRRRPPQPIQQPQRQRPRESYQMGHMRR
* = called active by the depositor; . = not tested or not shown.

SMILES	DAX1 inh-1	GAA850 FXN act	PG9 binder	ADAM17 inh	ssDAF-12 act	SMARCA2 act	hgDAF12 agonist	hcDAF12 agonist	NPR1 activator	DAX1 inh-2	ADAM10 inh
COc1cc(C(c2oc(CO)cc(=O)c2O)c2oc(CO)cc(=O)c2O)cc(OC)c1OC	1.5	-1.1	-3.6	0	-1.0	3	-1.2	-2.0	-1	-0.6	1
Cc1c(O)cc2n(c1=O)-c1ccccc1C2(C)C	-0.3	-3.0	0.5	-4	-1.0	-5	-0.8	-2.0	0	-0.3	-3
O=C(CC1SCCNC1=O)Nc1cccc(Cl)c1 (stereo not given)	1.0	1.2	2.2	-5	-0.3	-1	0.6	-1.3	2	0.7	-3
Cc1cc(C)c(NC(=O)CCc2c(C)noc2C)c(C)c1	0.0	-0.5	-3.3	-2	-0.7	1	1.3	-0.2	1	1.5	-3
CCCN1CCC(=NNC(=O)CSc2cc(C)c(Br)cc2C)CC1	-0.2	1.6	0.0	0	-1.3	3	0.5	-2.6	-5	-0.1	6
COc1ccc(N(C)C(=O)c2cc3c(Cl)nc4ccccc4c3s2)cc1	1.4	3.0	-1.8	-2	0.4	3	0.7	-0.2	-6	0.1	-3
Cc1ccc(-c2ccc(/C=N\NC(=O)c3cc4c(ccc5ccccc54)o3)o2)cc1[N+](=O)[O-]	-1.1	2.8	-1.6	-4	-0.8	1	-0.7	-0.7	1	-0.1	-5
CCOC(=O)[C@H]1Nc2ccc(Cl)cc2[C@@H]2[C@H]1C1CC(c3ccccc31)N2C(=O)OCc1ccccc1 (stereo not given in full)	.	.	0.8	5	-1.0	-5	1.0	-1.1	-1	-1.6	4
COc1ccc(N(C(=O)c2snc(C(N)=O)c2N)C(C(=O)NCc2ccc(F)cc2)c2ccc(C)o2)c(OC)c1 (stereo not given)	-0.2	0.3	-1.4	-8	0.0	-3	-3.1	-0.7	-14	-0.4	-12
CSc1ccc(C(=O)C2CCCN(C(=O)Cn3cnnn3)C2)cc1 (stereo not given)	1.4	-1.1	1.8	0	-1.1	0	1.8	-2.3	4	-0.3	-5
COc1ccc(OCCCC(=O)OCC(=O)Nc2ccc(Cl)cn2)cc1	-0.2	1.8	1.4	-7	-1.1	-2	1.5	-0.3	1	0.5	-5
CC(CC(F)(F)F)N1CCC(n2nccc2NC(=O)CCOc2ccccc2)CC1 (stereo not given)	1.5	-0.1	0.1	-4	-1.0	-3	-1.7	2.2	3	-0.2	-18
Cc1nc2ccccc2c(=O)n1NC(=O)c1ccccc1Cl	0.1	-0.7	2.1	-5	-1.0	-2	-0.7	-1.2	1	1.5	2
Cc1c(NC(=O)C(C)Sc2n[nH]c(N)n2)c(=O)n(-c2ccccc2)n1C (stereo not given)	0.6	-1.1	-0.5	7	-1.4	2	-1.9	-0.6	.	0.5	-8
Cc1cc(C)nc(NC2=NCC(=O)N2c2cccc(Cl)c2)n1	-0.6	0.0	-2.0	-2	-0.7	-2	-2.8	-0.4	-1	-0.6	-6
COC(=O)c1cc(OC)c(OC)cc1NC(=O)Cn1nnc(-c2ccccc2Cl)n1	-0.1	0.1	2.7	-4	-1.4	-4	-1.2	0.8	4	0.7	4
C=CCn1c(SCc2ccccc2)nnc1-c1cccnc1	-0.7	1.2	-0.1	-3	-0.7	1	0.9	-1.2	-1	0.2	2
CC(=O)Nc1ccc(NC(=O)c2ccccc2F)cc1	3.3	2.0	-2.7	0	-0.2	4	2.4	-0.3	-5	1.2	2
Cc1ccc(C)c(NS(=O)(=O)c2ccc(NC(=O)c3ccco3)cc2)c1	-1.0	-0.2	5.6	3	-1.5	-2	-4.7	-3.6	0	-1.1	10
O=C(Nc1ccc(F)cc1)c1sc(Cl)nc1-c1ccccc1	1.0	1.7	-1.4	5	-1.1	-5	-1.8	-0.1	-1	-0.7	9
CCOC(=O)CCCNC(=O)COC(=O)c1ccc(O)cc1	0.0	0.2	-1.3	-1	-1.0	0	1.3	0.9	-5	0.0	-1
COc1cc(C(=O)NCC(=O)N/N=C/c2cccc(OC(=O)c3ccco3)c2)cc(OC)c1OC	-0.8	-0.2	-0.8	2	-1.4	0	-1.6	-0.4	4	-0.2	2
COc1ccc(/C=C/C(=O)NC2CCCCCCC2)cc1S(=O)(=O)N1CCOCC1	-1.1	3.9	-1.8	1	-1.1	3	1.0	-2.9	-1	-0.1	-2
O=C(CC1C(=O)NCCN1Cc1cccc(C(F)(F)F)c1)NCCc1cnccn1 (stereo not given)	1.2	-0.2	0.6	-4	-0.9	-5	-1.2	-1.8	0	-0.6	-18
O=C(NC1CCS(=O)(=O)C1)c1ccc(Br)o1 (stereo not given)	2.9	0.9	-0.9	-2	-0.8	-2	-0.2	-0.3	2	-0.1	4
O=C(NCCC(c1ccccc1)c1ccccc1)c1cccs1	0.4	-1.6	-0.6	-3	-0.6	0	0.3	-2.7	-5	0.1	1
CN1CCN(C(=O)C2=C[C@H](c3ccc4c(c3)OCO4)C[C@H](OCCCCO)O2)CC1	2.7	0.2	0.1	-6	-1.5	1	-3.1	-1.5	0	-0.2	-10
Cc1ccc(-c2nnn(CC(=O)N(c3ccccc3F)C(CC(C)C)C(=O)NCC3CCCO3)n2)cc1 (stereo not given)	-0.1	-1.4	-2.4	0	-1.9	4	2.4	-0.9	-2	-1.2	8
Cc1cc(=O)[nH]c(Nc2ccc(C(=O)OC(C)C)cc2)n1	-0.2	1.1	-0.5	-3	-0.9	1	3.0	-1.5	6	0.1	-3
O=C(O)CCCN1C(=O)C2C3c4ccccc4C(c4ccccc43)[C@@H]2C1=O (stereo not given in full)	-0.6	1.5	1.0	-2	-0.9	0	-2.4	-0.1	3	0.3	-4
Cc1occc1C(=O)N/N=C/c1ccc(-c2cccc([N+](=O)[O-])c2)o1	0.8	3.6	-5.1	-1	-0.3	3	4.3	0.3	10	-1.2	3
Cc1nc(NC2CCCC2)c2nnn(Cc3ccccc3)c2n1	.	.	.	1	-1.7	7	0.8	-2.0	3	0.1	9
CCSc1c([N+](=O)[O-])c(=O)n(-c2ccccc2)c2ccccc12	0.3	1.0	1.1	2	-1.0	1	0.6	2.1	-6	1.0	3
Cc1cccnc1NC(=S)Nc1ccc(F)cc1F	0.5	4.4	0.6	-7	-1.9	-1	11*	2.1	0	0.7	-9
O=C(c1ccco1)N1CCN(Cc2ccc(Br)cc2)CC1	0.3	1.2	-2.3	-5	-1.4	0	-3.0	-1.7	-4	-0.5	0
O=C(Nc1cc2c3c(c1)CC(=O)N3CCC2)c1ccccc1Br	-0.1	3.1	-0.5	-2	0.0	-1	5.9	-0.5	1	0.0	-5
Cc1ccsc1C(=O)OC(C)C(=O)Nc1ccc(Cl)cn1 (stereo not given)	-1.6	-1.1	0.7	0	-1.8	-4	1.0	-2.7	0	0.0	-1
Cc1ccc(C(=O)N(CC(=O)NC2CCCC2)c2ccccc2F)s1	-1.0	2.0	-0.9	2	-1.8	2	-3.0	-0.7	0	0.6	6
CC(=O)Nc1ccc(CN2CCC(N3CCC(C(=O)NC4CC4)CC3)CC2)cc1	2.2	-0.1	-1.6	-4	-1.1	-1	-0.9	0.1	-1	0.2	-7
CCOc1nc(-c2ccccc2)ccc1-c1noc(-c2ccncc2)n1	1.1	-2.2	2.8	-3	-0.8	-3	-2.8	-1.2	-4	0.4	-4

Structural class: the entries above containing a CF3 group
SMILES	DAX1 inh-1	GAA850 FXN act	PG9 binder	ADAM17 inh	ssDAF-12 act	SMARCA2 act	hgDAF12 agonist	hcDAF12 agonist	NPR1 activator	DAX1 inh-2	ADAM10 inh
CC(CC(F)(F)F)N1CCC(n2nccc2NC(=O)CCOc2ccccc2)CC1 (stereo not given)	1.5	-0.1	0.1	-4	-1.0	-3	-1.7	2.2	3	-0.2	-18
O=C(CC1C(=O)NCCN1Cc1cccc(C(F)(F)F)c1)NCCc1cnccn1 (stereo not given)	1.2	-0.2	0.6	-4	-0.9	-5	-1.2	-1.8	0	-0.6	-18

Following part:
SMILES	DAX1 inh-1	GAA850 FXN act	PG9 binder	ADAM17 inh	ssDAF-12 act	SMARCA2 act	hgDAF12 agonist	hcDAF12 agonist	NPR1 activator	DAX1 inh-2	ADAM10 inh
Cc1cccc(N(C(=O)c2snc(C(N)=O)c2N)C(C(=O)NC2CCCC2)c2ccc(C)o2)c1 (stereo not given)	1.9	-0.3	2.3	-20	-1.2	-2	1.8	0.1	-22	0.2	-56
CCS(=O)(=O)c1nc(S(=O)(=O)c2ccc(Cl)cc2)c(N2CCc3ccccc3C2)s1	-1.3	1.8	-2.9	0	-0.6	-3	-0.3	0.9	-3	0.3	1
COc1cccc(N=Nc2c(=O)[nH]n3c(=O)c4c([nH]c23)CCC4)c1	-1.0	0.3	-11	-1	-0.7	-2	-1.1	-0.9	-10	0.2	-1
CN1CCN(C(=O)c2cn(C)c3ccc(S(=O)(=O)N(C)C4CCCCC4)cc3c2=O)CC1	-2.8	0.8	-0.5	3	-1.0	8.5*	-0.9	-3.3	0	1.7	7
O=C(Cc1ccc(S(=O)(=O)N2CCCC2)s1)N1CCN(c2ccc(F)cc2)CC1	0.5	-0.1	-0.9	1	-2.0	-4	-3.1	-1.9	2	-1.9	10
Cc1cc(/C=C2/NC(=O)N(c3ccccc3)C2=O)c(C)n1C(C)C	-0.5	-4.2	-3.6	-9	-2.1	-5	-8.4	-2.3	0	-0.4	-23
COc1ccc(-c2c(NC(=O)c3ccco3)oc3ccccc3c2=O)cc1	0.3	-2.5	0.1	0	-0.8	-2	0.7	2.2	2	0.5	0
CC(C)(O)C#Cc1ncc(C(F)(F)F)cc1Cl	0.5	0.4	0.1	-5	-0.6	-3	4.4	-0.8	-1	-0.7	-13
COc1ccc(CCNC(=O)CSCc2n[nH]c(=O)[nH]2)cc1OC	-0.4	1.2	-4.0	-2	-1.6	1	-0.7	0.1	4	0.1	6
CC1CCCN(C(=O)COC(=O)C2CCN(S(=O)(=O)c3c(Cl)cccc3Cl)CC2)C1 (stereo not given)	0.4	1.2	1.0	0	-1.3	-2	-2.4	-0.1	0	0.4	2
Cc1ccc(NC(=S)N(Cc2ccccc2)C(C)C)cc1	.	0.3	-0.5	-2	-1.3	0	1.1	-2.1	2	-0.3	-3
O=C(COC(=O)C1=Cc2ccccc2OC1)NC1CCCC1	-0.9	0.5	-0.4	0	-0.9	0	4.1	-1.7	1	-0.4	-4
CCN(CC(=O)NCc1ccc(Cl)cc1)C(=O)c1sccc1C	-0.5	0.3	0.3	4	-1.5	-4	-1.2	-0.9	5	-1.3	4
